Assay outcomes deposited in PubChem by National Center for Advancing Translational Sciences (NCATS).
KAT2A inh = blocks human GCN5L2 histone acetyltransferase | 390,000 tested, 0.21% active | Q92830 | GCN5L2 HAT assay, ThioGlo1 CoA-SH fluorescence | AID 504327 | Potency, µM (top dose mostly 58.9 µM), for inactives: top-dose activity change, negative = inhibition, usual class: inhibitors
Target sequence (Q92830 whole entry, looked up): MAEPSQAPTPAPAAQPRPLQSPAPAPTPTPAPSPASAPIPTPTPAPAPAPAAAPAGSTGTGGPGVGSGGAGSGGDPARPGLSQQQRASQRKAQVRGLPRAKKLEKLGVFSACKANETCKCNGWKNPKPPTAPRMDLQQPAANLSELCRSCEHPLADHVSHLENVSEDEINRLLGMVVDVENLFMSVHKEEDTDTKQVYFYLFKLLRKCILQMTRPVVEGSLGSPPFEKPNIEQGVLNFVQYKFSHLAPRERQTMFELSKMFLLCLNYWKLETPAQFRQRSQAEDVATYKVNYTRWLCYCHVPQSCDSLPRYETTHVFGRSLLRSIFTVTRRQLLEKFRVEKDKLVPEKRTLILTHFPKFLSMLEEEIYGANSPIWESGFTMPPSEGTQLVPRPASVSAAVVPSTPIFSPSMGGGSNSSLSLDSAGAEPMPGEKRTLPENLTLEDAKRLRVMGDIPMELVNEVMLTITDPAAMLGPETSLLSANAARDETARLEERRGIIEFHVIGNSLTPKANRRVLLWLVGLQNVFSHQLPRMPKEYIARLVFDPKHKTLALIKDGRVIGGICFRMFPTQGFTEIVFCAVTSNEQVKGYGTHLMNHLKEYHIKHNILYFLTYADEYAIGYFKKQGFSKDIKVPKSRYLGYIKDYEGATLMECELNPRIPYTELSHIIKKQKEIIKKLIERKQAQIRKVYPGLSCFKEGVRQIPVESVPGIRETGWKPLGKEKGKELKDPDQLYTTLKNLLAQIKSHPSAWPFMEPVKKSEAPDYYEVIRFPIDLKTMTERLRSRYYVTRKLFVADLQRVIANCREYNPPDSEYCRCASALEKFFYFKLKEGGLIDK
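GCN5L2 (20 nM) in 50mM HEPES pH 7.5, 0.1mM EDTA, 0.01% Tween-20 preincubated 15 min with compounds at room temperature. Reaction started with H3(1-25) 75uM, acetyl-CoA 70uM, ThioGlo1 50uM; CoA-thiol fluorescence (Ex340/Em540) read at 0 and 20 min.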
FEN1 inh = inhibitors of human flap endonuclease 1 | Recombinant FEN1 flap cleavage, fluorescence, 15 min | 390,000 tested, 0.35% active | P39748 | Potency, µM (doses to about 114 µM), without a hit: top-dose activity change, negative = inhibition, most hits filed as inhibitors | AID 588795; further: nearly all actives have a fitted effect of over 65% in size
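Potency values derive from four-parameter Hill fits of normalized qHTS data. The reaction used 10 nM FEN1 preincubated 15 min at room temperature with compound, then 50 nM DNA substrate, read at 0 and 15 min.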
N370S GC = N370S glucocerebrosidase modulation, Gaucher chaperone candidate; 330,000 tested, 0.092% active; AID 2101; Potency, µM (highest dose often 59.4 µM), for the others: at the highest dose activity change, negative = inhibition, actives largely listed as inhibitors; P04062; N370S GC spleen homogenate, 4MU-glucoside fluorescence;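 further: 0% = full enzyme activity and -100% = no enzyme basal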
Starred values were filed as active, the others as inactive; ? = inconclusive; · = no result given; & = joins results of further samples. The call rests on the fitted dose curve; in most records, active means well fitted curve in the direction sought with a large enough effect; inconclusive means small, poorly fitted or top-dose-only effect, or another doubt; inactive means no such curve, though single readings can be large; an effect the other way counts as inactive or inconclusive. Unless noted, on the % scale 0 is the no-effect control and ±100 the full control effect; potency means the concentration at half of the fitted maximal effect.

| item | compound | KAT2A inh | FEN1 inh | N370S GC |
| --- | --- | --- | --- | --- |
| 1 | COCCNC(=O)c1ccc(CS(=O)(=O)c2ccccc2OC)o1 | -23% | 17% | 2% |
| 2 | COC(=O)c1ccc(N2C(=O)C3C4C=CC(CC4)C3C2=O)cc1 (stereo not drawn) | -3% | 0% | 1% |
| 3 | O=C(COC(=O)CNC(=O)c1ccc(Cl)cc1Cl)NC1CCCCCCC1 | 2% | 0% | 1% |
| 4 | Cc1ccc2oc(=O)n(Cc3ccc(F)cc3)c2c1 | 1% | 1% | -5% |
| 5 | COc1ccc(N2CC(=O)N(c3ccc(OC)c(OC)c3)CC2=O)cc1OC | 2% | -15% | -3% |
| 6 | Fc1c(F)c(F)c(N/N=C/c2c[nH]c3ccccc23)c(F)c1F | 1% | -3% | -1% |
| 7 | O=C(Cc1cccc2ccccc12)NC(NC(=S)Nc1ccccc1Cl)C(Cl)(Cl)Cl (stereo not drawn) | 0% | 1% | 1% |
| 8 | COC(=O)c1sccc1-n1cccc1C(=O)C(=O)N1CCCCC1 | -6% | -1% | ? |
| 9 | O=C(c1ccc(Cl)c(S(=O)(=O)N2CCOCC2)c1)N1CCN(c2ccccc2F)CC1 | -29% | 1% | -4% |
| 10 | C/C(=N\NC(=O)C1COc2ccccc2O1)c1ccc(N2CCOCC2)cc1 (stereo not drawn) | -8% | 0% | 4% |
| 11 | Cc1cccc(N(CC(=O)NC(C)(C)C)C(=O)CNC(=O)c2cccs2)c1C | 24% | 21% | -17% |
| 12 | Cc1ccc(S(=O)(=O)Cc2ccc(C(=O)NC3CCCC3)o2)cc1 | -1% | -10% | -2% |
| 13 | COc1ccc(NC2c3ccccc3C(=O)N2c2cccnc2)cc1 (stereo not drawn) | 0% | -10% | 9% |
| 14 | Cc1cc(Br)cc2cn[nH]c12 | 1% | -1% | 1% |
| 15 | CC(=O)c1cccc(NC(=O)Cn2cc(C(=O)c3cccc(Cl)c3)c(=O)c3ccc(C)nc32)c1 | -8% | -20% | · |
| 16 | CCCn1c(SCC(=O)NC(=O)NC(C)(C)C)n[nH]c1=O | -7% | 5% | 1% |
| 17 | N=C(N)SCc1nc2ccccc2c(=O)n1-c1ccccc1 | -12%&-1% | 11%&-14% | 1%&-1% |
| 18 | CCOc1ccc(/C=C/C(O)=C2/C(=O)N(C)C3(C)CC2c2ccccc2O3)cc1OC (stereo not drawn) | -17% | 3% | 10% |
| 19 | O=C(NC1CCCCC1)c1cc2c(cc1Cl)N1CCCCCC1=NS2(=O)=O | -16% | 0% | -2% |
| 20 | Cc1ccccc1N1CCN(C2CCCN(C(=O)CCC3(C)CC3)C2)CC1 (stereo not drawn) | -27% | 0% | -8% |
| 21 | C=CCn1c(-c2cccc([N+](=O)[O-])c2)n[nH]c1=S | -5% | 5% | 10% |
| 22 | O=[N+]([O-])c1cccc(-c2ccc(/C=N/NC(=S)Nc3cccc(F)c3)o2)c1 | -4% | -10% | 27% |
| 23 | CCN(CC(=O)N1CCC(C(N)=O)CC1)S(=O)(=O)c1ccc(Cl)cc1 | 3% | 3% | 0% |
| 24 | O=C(CCS(=O)(=O)c1cccc2nonc12)Nc1cccc2c1CCCC2 | 0% | 0% | -4% |
| 25 | COc1ccc(CNC(=O)COc2ccc(OC)cc2)cc1 | 18% | -8% | -13% |
| 26 | Cc1ccc(C(C)C)c(OCCCN(C)Cc2ccccc2)c1 | 1% | 7% | ? |
| 27 | Cc1c(NC(=O)c2nc3ccccc3n(C)c2=O)cccc1[N+](=O)[O-] | 2% | 9% | · |
| 28 | Cc1ccc2nc(SCC(=O)NCc3ccc4c(c3)OCO4)nc(=O)n2c1 | 0% | -9% | 2% |
| 29 | CC(C)(Cc1c[nH]c2ccccc12)NCC(O)COc1ccccc1C#N (stereo not drawn) | ? | · | -5% |
| 30 | CC(NCCC1(Cc2ccccc2Cl)CCOC(C)(C)C1)c1cccs1 (stereo not drawn) | 0% | -15% | -23% |
| 31 | O=C(COC(=O)CCSc1ccc(Cl)cc1)Nc1ccc(F)cc1 | -13% | -26% | 6% |
| 32 | CCCOc1ccc(C2=CSC3=NCCN23)cc1[N+](=O)[O-] | -3% | -10% | -8% |
| 33 | CCOc1ccccc1NC(=O)CSC1=Nc2ccccc2C2=NC(CC(=O)NCc3ccc4c(c3)OCO4)C(=O)N12 (stereo not drawn) | -15% | 11% | · |
| 34 | C=CCC(NCc1ccco1)c1ccc(OC)cc1OC (stereo not drawn) | 0% | · | 14% |
| 35 | CCOC(=O)c1cc(C(=O)NC(C)c2ccccc2)c(C)[nH]c1=O (stereo not drawn) | 0% | -5% | 5% |
| 36 | NCCCC[C@@H]1NC(=O)c2cc([N+](=O)[O-])cc(I)c2SC[C@@H](C(N)=O)NC(=O)[C@H](CCC(N)=O)NC1=O | -1% | -1% | 5% |
| 37 | COc1ccc2c(c1)c(C(=O)CN1CCN(c3ccccc3)CC1)c(C)n2C | -1% | -13% | -6% |
| 38 | CCc1ccc2occ(CC(=O)Nc3ccc(C)c(C)c3)c2c1 | -11% | -19% | · |
| 39 | Cc1nn(-c2ccccc2)c(N)c1C(O)(CC(=O)C(F)(F)F)C(F)(F)F (stereo not drawn) | -1% | 1% | 6% |
| 40 | COCCCN1C(=O)C(=O)/C(=C(/O)c2ccc(S(=O)(=O)N3CCOCC3)cc2)C1c1ccc(OC)cc1 (stereo not drawn) | -19% | -7% | -3% |
| 41 | CCOC(=O)c1csc(NC(=O)c2ccc(OC)c(OC)c2)n1 | -6% | 5% | -3% |
| 42 | O=C(c1ccc2nc[nH]c2c1)N1CCN(c2cccc(Cl)c2)CC1 | -9% | -7% | -25% |
| 43 | O=C(N/N=C/c1ccccn1)c1ccc(Br)cc1 | -4% | -5% | 17% |
| 44 | OCCC1CN(Cc2cccc(F)c2F)CCN1CCc1ccccc1 (stereo not drawn) | -7% | -4% | 5% |
| 45 | CN(Cc1ccc(Cl)cc1Cl)C(=O)c1cc(=O)c2ccccc2o1 | -6% | 4% | 18% |
| 46 | CC(=O)Nc1ccc(NC(=O)CSc2nc3[nH]ncc3c(=O)n2-c2ccccc2)cc1 | -5% | 15% | 0% |
| 47 | CCNC(=S)N/N=C1\C(=O)c2cccc3cccc1c23 | -1% | -1% | -8% |
| 48 | CCC(C(=O)NC(C)c1ccccc1)C(=O)NC(C)c1ccccc1 (stereo not drawn) | 2% | 3% | -21% |
| 49 | CO[C@H]1C[C@@H]2CC[C@@H](C)[C@@](O)(O2)C(=O)C(=O)N2CCCC[C@H]2C(=O)OC([C@H](C)C[C@@H]2CC[C@@H](O)[C@H](OC)C2)CC(=O)[C@H](C)/C=C(\C)[C@@H](O)[C@@H](OC)C(=O)[C@H](C)C[C@H](C)/C=C/C=C/C=C/1C (stereo partly drawn) | -22%&-9% | · | -15%&-17% |
| 50 | CCOc1ccc(OCCC(=O)N(CC)CC(=O)Nc2ccccc2C(F)(F)F)cc1 | -6% | -6% | 0% |
| 51 | CCOc1cc(C2C3=C(CCCC3=O)NC3=C2C(=O)CCC3)cc(Cl)c1O | -3% | -6% | -14% |
| 52 | COc1ccc(NC(=O)CN2CCN(c3ccccn3)CC2)cc1Cl | -12% | 6% | 0% |
| 53 | CCOc1ccccc1C(=O)NCC(c1ccc(N(C)C)cc1)N1CCCC1 (stereo not drawn) | -11% | -4% | · |
| 54 | CCCCOc1ccc(C(=O)N2CCN(CCc3ccccn3)CC2)cc1 | -9% | 19% | · |
| 55 | O=C(N/N=C/c1ccncc1)c1cnccn1 | 2% | 4% | -2% |
| 56 | Fc1ccc(-n2c(=S)[nH]c3cccnc32)cc1 | -17% | 8% | -10% |

(list continues)
Each structure is followed by: KAT2A inh | FEN1 inh | N370S GC
(57) COc1ccc(CCNS(=O)(=O)c2cccc3nsnc23)cc1OC
→ 8% | 0% | -14%
(58) COc1ccc(-c2nc3sc(CCNC(=O)C(=O)Nc4c(C)cccc4C)c(C)n3n2)cc1
→ 2% | 2% | ·
(59) Cn1c(C(=O)N2CCCC(C(=O)NCc3cccs3)C2)cc2sccc21 (stereo not drawn)
→ -6% | 2% | 1%
(60) O=C(O)c1ccccc1-c1ccccc1C(=O)NCc1ccco1
→ 0% | -2% | 6%
(61) Cc1ccc(NC(=S)N(Cc2cccc(Br)c2)CC2CCC(C(=O)O)CC2)cc1Cl (stereo not drawn)
→ 1% | -10% | 6%
(62) N=C1C=CC=C2C1=NC1(CCCCC1)N2O
→ -19% | -13% | 0%
(63) S=C(NCCc1ccc(Cl)cc1)NC1CC1
→ -9% | -5% | 2%
(64) CCCc1nnc(NC(=O)CSc2nc3ccccc3[nH]2)s1
→ -5% | -1% | 12%
(65) Cn1c(NC(=O)c2ccccc2)cc(=O)n(C)c1=O
→ -2% | 16% | -2%
(66) COc1ccc(Cl)cc1N/C(N)=N/c1nc(CSc2ccc(C)cc2)cc(=O)[nH]1
→ -3% | -7% | -19%
(67) NC(=O)CSc1nc2cc3c(cc2c(=O)n1CCCCCC(=O)NCc1ccc2c(c1)OCO2)OCO3
→ -9% | 0% | ·
(68) CC(NC(=O)COc1ccccc1)C(=O)NC1=NCCS1 (stereo not drawn)
→ -1% | -3% | -4%
(69) CCOC(=O)CCc1c(C)nc2ncnn2c1C
→ 16% | -3% | 7%
(70) COC(=O)[C@@]1(Cc2ccc(OC)cc2)[C@H]2c3cc(C(=O)N4CCCC4)n(CCn4cc([N+](=O)[O-])nc4C)c3C[C@H]2CN1C(=O)c1ccccc1
→ 1% | -8% | -20%&-4%
(71) COCCNC(=O)c1ccc(CSc2nc3ccncc3n2Cc2ccccc2)cc1
→ -3% | -6% | ·
(72) COC(=O)C1=C(O)C(C(=O)OC)C(c2ccc(C)cc2)C(C#N)(C#N)C1c1ccc(C)cc1 (stereo not drawn)
→ -1% | -13% | -5%
(73) CCCCc1ccc(NC(=O)c2ccc(=O)n(Cc3cccc(C)c3)c2)cc1
→ -21% | -22% | ·
(74) COC(=O)[C@H](Cc1ccccc1)NC(=O)NCC1CCCO1 (stereo partly drawn)
→ 3% | -5% | -8%
(75) C[C@H](CO)N1C[C@H](C)[C@@H](CN(C)S(C)(=O)=O)Oc2c(NC(=O)C3CC3)cccc2C1=O
→ -10% | -3% | ·
(76) CCOc1ccc(S(=O)(=O)Nc2ccc(OC)nc2)cc1
→ -2% | 1% | -6%
(77) O=C(c1cc(-c2ccccc2)on1)N1CCc2ccccc2C1
→ 0% | 1% | 6%
(78) Cc1ccc(C)c(NC(=O)Cn2c([N+](=O)[O-])cnc2C)c1
→ -5% | -11% | 6%
(79) COc1ccc(NC(=S)Nc2ccccc2)cn1
→ 0% | -3% | 19%
(80) CN(c1ccccc1)c1nc(N)c([N+](=O)[O-])c(Nc2cccc(F)c2)n1
→ -1% | -5% | 5%
(81) CCCn1c(=N)c(S(=O)(=O)c2ccc(F)cc2)cc2c(=O)n3ccccc3nc21
→ -13% | -5% | 9%
(82) CS(=O)(=O)c1cccc(NC(=O)CSc2nnc3n2CCCCC3)c1
→ -4% | -7% | ·
(83) COC(=O)N/N=C(\CCC(=O)O)c1cccs1
→ -2% | -13% | -4%
(84) CCCn1nc(NC(=O)C2CCCO2)c2cc3cccc(C)c3nc21 (stereo not drawn)
→ -14% | -15% | 18%
(85) NC(=O)c1cccc(C[C@H](C(=O)O)N2C(=O)c3ccc(C(=O)O)cc3C2=O)c1
→ -3% | · | 0%
(86) Cc1ccc(SCC(=O)NNC(=O)CCS(=O)(=O)c2ccc(C)cc2)cc1
→ 0% | -5% | ·
(87) Cc1cccc(NC(=O)C2CCCN2C(=O)NC2CCCCC2)c1 (stereo not drawn)
→ 0% | -6% | 8%
(88) CCOC(=O)C1=C(CS(=O)(=O)c2ccc(C)cc2)NC(=O)NC1c1cc(OC)c(OC)c(OC)c1 (stereo not drawn)
→ 0% | -21% | -1%
(89) CC1(C)Cc2c(sc3ncn(N)c(=N)c23)CO1
→ 2% | -6% | -3%
(90) NC(=O)CN1CCOCCOCCN(CC(N)=O)CCOCCOCC1
→ 1% | -11% | 4%
(91) O=C(CN1C(=O)C2C3C=CC(C4CC34)C2C1=O)Nc1cnc2ccccc2c1 (stereo not drawn)
→ -1% | -1% | 3%
(92) CSc1nc(C)cc(Nc2c(C)cc(C)cc2C)n1
→ -4% | 2% | ·
(93) CCOC(=O)Nc1ccc(S(=O)(=O)Nc2cc(C)nc(C)n2)cc1
→ -2% | 0% | 4%
(94) Cn1cc(S(=O)(=O)N2CCCC2)cc1C(=O)O
→ -6% | -4% | ·

Numbers 64 through 66, reprinted for reference:
Each structure is followed by: KAT2A inh | FEN1 inh | N370S GC
(64) CCCc1nnc(NC(=O)CSc2nc3ccccc3[nH]2)s1
→ -5% | -1% | 12%
(65) Cn1c(NC(=O)c2ccccc2)cc(=O)n(C)c1=O
→ -2% | 16% | -2%
(66) COc1ccc(Cl)cc1N/C(N)=N/c1nc(CSc2ccc(C)cc2)cc(=O)[nH]1
→ -3% | -7% | -19%

Single records (already shown).
Listed for NC(=O)CN1CCOCCOCCN(CC(N)=O)CCOCCOCC1 = KAT2A inh: 1%; FEN1 inh: -11%; N370S GC: 4%
Listed for CCOC(=O)Nc1ccc(S(=O)(=O)Nc2cc(C)nc(C)n2)cc1 = KAT2A inh: -2%; FEN1 inh: 0%; N370S GC: 4%
